Screening results (PubChem)
CRFR2-BP antag – antagonists of CRF-BP/CRF-R2 complex, primary screen, cell-based, HEK293, calcium dye fluorescence, uHTS | AID 588475, 2011 | hit rate 0.59% among 350,000 | inhibition, % at 11.8 µM | CRF-induced calcium fluorescence;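 active means inhibition of the ligand-induced calcium signal above about 50% at the single tested concentration, limit read from the data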
CRFBP-R2 agonist – agonists of CRF-BP/CRF-R2 complex, primary screen, cell-based, HEK293, calcium dye fluorescence, uHTS | calcium dye fluorescence (FLIPR); percent of saturating CRF peptide response | activation, % at 13.2 µM | hit rate 0.46% among 350,000;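 active means activation of at least 50%, plus an integration ratio under a set limit after plate pattern correction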;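 further: plate controls were neutral control wells without compound for no effect and CRF at EC100 for full effect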
M4 ag – human M4 muscarinic receptor agonists, primary screen, CHO-K1 cells, Fluo-8 calcium fluorescence; activation, % at 3 µM; Muscarinic acetylcholine receptor M4 (Homo sapiens), P08173; CHO-K1 hM4/Gqi5; vehicle 0%, full acetylcholine response 100%; hit rate 0.14% among 360,000; AID 624127, 2012;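 active means activation above the run mean over all test wells plus 3 SD, cut at about 32% in these data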;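 further: peak over basal fluorescence ratio per well then scaled between controls; 0% = DMSO wells and 100% = acetylcholine at EC100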
Target sequence (P08173 whole entry, looked up): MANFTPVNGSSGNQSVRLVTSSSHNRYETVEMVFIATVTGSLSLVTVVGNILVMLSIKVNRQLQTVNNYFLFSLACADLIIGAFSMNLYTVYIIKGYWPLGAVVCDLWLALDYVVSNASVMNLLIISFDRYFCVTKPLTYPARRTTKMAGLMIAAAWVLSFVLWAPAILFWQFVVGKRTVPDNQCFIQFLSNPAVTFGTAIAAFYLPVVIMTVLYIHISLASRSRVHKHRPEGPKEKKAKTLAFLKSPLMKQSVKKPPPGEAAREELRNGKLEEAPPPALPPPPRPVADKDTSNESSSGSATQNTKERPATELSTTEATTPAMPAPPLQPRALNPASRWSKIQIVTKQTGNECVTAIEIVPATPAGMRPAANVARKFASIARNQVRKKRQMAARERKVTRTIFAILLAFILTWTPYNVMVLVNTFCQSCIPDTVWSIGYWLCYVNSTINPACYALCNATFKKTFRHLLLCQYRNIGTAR
CHRM5 PAM – human M5 muscarinic receptor positive allosteric modulators, primary screen, CHO-K1 cells, Fluo-8 calcium fluorescence. Muscarinic acetylcholine receptor M5 (Homo sapiens), P08912. CHO-K1 hM5, ACh EC20 PAM; 0% = ACh EC20, 100% = ACh EC100. activation, % at 3 µM. hit rate 0.3% among 360,000. AID 624038, 2012;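 active means activation above the run cutoff, the mean activation of all test compounds plus 3 SD, cut at about 18% in these data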
Target sequence (P08912 whole entry, looked up): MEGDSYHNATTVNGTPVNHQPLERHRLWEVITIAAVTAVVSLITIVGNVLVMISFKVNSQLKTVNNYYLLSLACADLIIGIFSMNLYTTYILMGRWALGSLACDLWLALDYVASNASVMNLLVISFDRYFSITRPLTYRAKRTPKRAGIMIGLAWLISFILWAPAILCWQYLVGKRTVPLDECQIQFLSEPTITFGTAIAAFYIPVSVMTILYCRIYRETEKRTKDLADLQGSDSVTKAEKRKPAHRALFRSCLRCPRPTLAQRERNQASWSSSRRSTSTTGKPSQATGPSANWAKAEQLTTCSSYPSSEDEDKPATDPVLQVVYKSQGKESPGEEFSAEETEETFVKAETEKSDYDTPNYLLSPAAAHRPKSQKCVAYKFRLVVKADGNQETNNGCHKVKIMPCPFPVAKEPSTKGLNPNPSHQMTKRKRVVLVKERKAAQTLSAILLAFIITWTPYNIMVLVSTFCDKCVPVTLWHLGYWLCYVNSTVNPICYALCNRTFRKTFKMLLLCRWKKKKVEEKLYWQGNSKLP
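System – CHO-K1 hM5 cells · Compound – 3 µM, single dose · Incubation – compound preincubation 140 s before EC20 acetylcholine addition · Technique – Fluo-8 calcium fluorescence · Measure – Max/basal fluorescence ratio as % of EC20–EC100 ACh window · Benchmarks – low control EC20 acetylcholine (0%), high control EC100 acetylcholine (100%) · Replication – singlicate, one well per test compound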
M5 ag – human M5 muscarinic receptor agonists, primary screen, CHO-K1 cells, Fluo-8 calcium fluorescence; activation, % at 3 µM; CHO-K1 hM5 cells; 0% DMSO wells, 100% maximal acetylcholine response; Muscarinic acetylcholine receptor M5 (Homo sapiens), P08912; hit rate 0.19% among 360,000;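 active means activation above the run's mean over test compounds plus 3 SD, cut at about 23% in these data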;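 further: signal is peak over basal fluorescence ratio across the kinetic read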
CHRM5 antagonist – human M5 muscarinic receptor antagonists, primary screen, CHO cells, Fluo-8 calcium fluorescence; hit rate 0.59% among 360,000; CHO-hM5 cells, ACh EC80; Muscarinic acetylcholine receptor M5 (Homo sapiens), P08912; inhibition, % at 3 µM;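 active means inhibition above a per-plate cutoff, the mean of that plate's test compounds plus 3 SD, cut at about 27% in these data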;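 further: 0% = acetylcholine EC80 with DMSO and 100% = DMSO without agonist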
CHRM4 antagonist – human M4 muscarinic receptor antagonists, primary screen, CHO cells, Fluo-8 calcium fluorescence; CHO-hM4 cells, ACh EC80; inhibition, % at 3 µM; hit rate 0.73% among 360,000; AID 624125, 2012;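 active means inhibition above its plate's cutoff, the mean inhibition of sample wells plus 3 SD, cut at about 27% in these data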;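 further: 0% = acetylcholine EC80 with DMSO and 100% = DMSO without agonist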
IDE cell inh – human IDE inhibitors in live cells, primary screen, fluorescence polarization, HEK cells, FAbetaB substrate; Insulin-degrading enzyme (Homo sapiens), P14735; FAbetaB cleavage; inhibition, % at 5.59 µM; hit rate 0.41% among 320,000; AID 434962, 2010;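 active means percent inhibition above the average of all tested compounds plus 3 SD, set per screening campaign, cut at about 16% in these data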;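 further: IDE supplied by intact live HEK cells; FP after avidin binding of uncleaved biotin substrate so inhibition keeps polarization high; 0% = DMSO wells and 100% = 60 µM reference IDE inhibitor Ii1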
CHRM4 PAM – human M4 muscarinic receptor positive allosteric modulators, primary screen, CHO-K1 cells, Fluo-8 calcium fluorescence; activation, % at 3 µM; AID 624126, 2012; Muscarinic acetylcholine receptor M4 (Homo sapiens), P08173; CHO-K1 hM4/Gqi5, ACh EC20; 0% = ACh EC20, 100% = maximal ACh; hit rate 0.4% among 360,000;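 active means activation above its plate's cutoff, the mean activation of sample wells plus 3 SD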; further: some results filed as inactive read as strong as hits
* hit, by the source's call; x = no result given; & = joins results of further samples.

SMILES	CRFR2-BP antag	CRFBP-R2 agonist	M4 ag	CHRM5 PAM	M5 ag	CHRM5 antagonist	CHRM4 antagonist	IDE cell inh	CHRM4 PAM
COc1cc(NC(=O)CCNC(=O)Cn2ccc3ccccc3c2=O)cc(OC)c1OC	-3.8	0.5	2.1	1.2	-2.4	1.5	-3.5	0.3	9.7
COCCN(C(=O)COC(=O)Cc1ccc(Cl)cc1Cl)c1c(N)n(Cc2ccccc2)c(=O)[nH]c1=O	7.3	0.1	-0.4	4.7	0.1	-1.1	-1.3	-2.5	-2.0
O=C1/C(=C/c2ccc(Cl)cc2)SC(=S)N1CCC(=O)N1CCCCC1CCO (configuration not stated)	-9.4	-0.1	5.0	-10.4	-0.7	8.0	3.4	11.5	-13.2
CCc1nnc(NS(=O)(=O)c2ccc(NC(=S)NC(=O)/C=C/c3ccc(OC)cc3)cc2)s1	43.5	-2.6	-0.1	2.4	0.9	-5.4	-12.0	1.8	4.3
CC1(N=Cc2cc(Cl)ccc2O)COP(=O)(NC2CCCC2)OC1 (configuration not stated)	7.9	-1.3	0.4	-1.6	2.4	7.8	-0.7	x	-1.1
CCOC(=O)C1=C(C)N(CCCCCC(=O)O)C(=O)NC1c1ccc(Br)cc1 (configuration not stated)	-3.0	-1.4	-0.8	-0.4	0.3	6.3	-0.4	-0.7	6.0
CCC(C)C(NC(=O)OCc1ccccc1)C(=O)OCN1C(=O)c2ccccc2C1=O (configuration not stated)	-5.1	-0.1	5.9	6.9	-2.9	-6.0	-6.5	-1.2	9.0
S=C(NC1CCCCC1)N1CCn2cccc2C1c1cccnc1 (configuration not stated)	-5.3	1.8	1.0	1.1	-2.5	10.1	-0.1	1.9	-2.3
O=C(NC1CC2CCCC(C1)N2Cc1ccccc1)C1CCCCC1 (configuration not stated)	5.1	-0.5	-0.2	-0.9	-8.3	-5.3	6.8	4.9	-12.1
CO[C@H]1CN(C)C(=O)c2cc(NC(=O)C3CCOCC3)ccc2OC[C@H](C)N(Cc2nccs2)C[C@H]1C	x	x	1.4	10.5	-0.3	-3.0	-4.5	x	4.4
COc1ccc(-c2cc(C3CCN(c4ncccc4[N+](=O)[O-])CC3)[nH]n2)cc1	-35.9	-0.9	6.6	-18.1	0.7	11.1	-6.4	11.0	-7.8
CCOc1ccc(NC(=O)COC(=O)C2C3CC4OC(=O)C2C4C3)cc1 (configuration not stated)	3.2	-0.4	-0.1	1.8	-1.6	2.8	-3.2	-5.3	-4.3
CN(c1ccccc1)S(=O)(=O)c1ccc(C(=O)N2CCN(c3ccccc3F)CC2)cc1	11.8	-0.3	0.1	0.8	0.2	11.2	-8.5	-2.3	9.0
COCCCNC(=O)c1cn(CC(C)C)c(=O)c2c1c1ccccc1n2C	0.7	-2.0	2.7	5.8	-6.9	-7.0	-12.0	-1.2	5.0
C[n+]1ccccc1/C=C/c1ccc2ncccc2c1	8.3	-2.0	0.9	-1.3	-14.8	11.8	9.6	x	-4.0
O=C(Cc1cccs1)Nc1nnc(-c2ccncc2)s1	-28.8	-2.0	1.8	-3.1	2.2	10.6	14.8	5.6	4.7
CN(C)/C=C(\C(=O)c1cccc(Cl)c1)c1nnnn1-c1ccccc1	9.2	-0.2	0.7	5.3	1.4	1.3	3.9	1.2	-10.6
N#Cc1c(-c2ccc(F)cc2)cc(-c2cccs2)nc1SCC(=O)O	10.2	-0.4	0.8	-4.5	-5.2	5.2	-31.9	-0.6	11.7
O=C(NC(=S)Nc1ccc(Cl)cn1)C12CC3CC(CC(C3)C1)C2	-44.4	2.5	-0.4	-2.2	-0.1	-4.5	-1.5	1.4	-1.5
O=S(=O)(c1ccc(F)cc1)N1CCN(CC(O)COc2ccccc2F)CC1 (configuration not stated)	8.0	-0.3	9.3	-7.0	0.9	5.7	-16.1	0.2	0.3
CCOC(=O)[C@@H]1[C@H]2COc3ccccc3[C@H]2N2C(=O)N(c3ccc(Cl)cc3)C(=O)[C@]12C	-0.4	0.9	-0.2	1.3	-6.2	11.8	-1.7	1.3	1.7
CC1Cn2c(CCc3ccccc3)nnc2S1 (configuration not stated)	7.4	-0.6	-2.1	1.5	3.3	4.3	11.0	0.7	-9.4
Cc1ccc(CCNC(=O)C2CCN(C(=O)N(C)C)CC2)cc1	18.4	0.7	2.4	-4.5	0.7	10.2	-9.3	1.7	11.1
CC(C)(C)NC(=O)C(=O)NNC(=O)c1cccc(F)c1	19.0	4.3	4.9	1.4	-4.8	4.6	-3.7	3.1	2.7
CC(C)(C)c1ccc(CN(Cc2ccco2)Cc2nnnn2C2CCCC2)cc1	-4.5	-0.8	-1.5	-9.2	-3.1	-3.8	-5.8	8.2	-2.9
O=S(=O)(Cc1ccc(Cl)cc1)Nc1ccc(Cl)cn1	12.3	-3.1	-0.2	-1.3	-4.0	-8.0	-4.3	5.3	-1.2
Cc1ccc(C(=O)Nc2ccccc2C(=O)N2CC(C)OC(C)C2)cc1 (configuration not stated)	-0.6	0.0	0.1	-5.0	-0.4	7.2	1.1	x	1.2
C[C@@H]1CN([C@H](C)CO)C(=O)c2cc(Br)cnc2O[C@@H]1CN(C)Cc1ccc(F)cc1	-2.8	-1.0	1.1	5.3	-1.4	-5.0	-4.2	x	2.7
Cc1ccc(N2CC(=O)N(NC(=O)CN3CCN(c4ccccc4)CC3)CC2=O)cc1	24.5	-6.4	-1.5	-2.9	0.9	9.5	2.3	-4.4	-0.1
N=c1ncn(CC(O)CN2CCOCC2)c2nc(N3CCOCC3)[nH]c12 (configuration not stated)	-4.3	2.3	1.2	-2.3	-2.4	-0.6	-9.3	4.5	21.9
CCSc1ncnc2c1sc1nc3c(cc12)COC(C)(C)C3	-6.9	3.2	1.4	2.1	-3.5	-5.1	1.8	-1.3	2.1
O=C(NCCc1ccccc1)c1nc(-c2cccs2)no1	-3.0	-0.8	1.1	-1.3	-4.2	10.4	4.2	1.1	3.0
CCOC(=O)N1CCN(C(=O)C[C@@H]2C[C@@]3(C(=O)OC)CCCCC=C3N(CCc3ccc(OC)c(OC)c3)C2=O)CC1	x	x	13.6	-10.1	4.8	3.7	-3.3	x	3.8
COc1ccc(C2C(C#N)=C(N)Oc3n[nH]c(C)c32)cc1Cn1nnc2ccccc21 (configuration not stated)	-16.4	-0.4	0.4	6.4	3.0	-5.1	4.2	4.1	7.5
CC(=O)Nc1ccc(NC(=S)NC(=O)C2CC2)cc1	-8.2	9.3	1.1	6.9	-1.9	-5.2	4.0	0.0	24.6*
O=C(Nc1ccccc1Cl)NC1(C(=O)N2CCOCC2)CCCCC1	2.3	0.1	-0.1	-0.9	-3.7	14.5	5.9	1.2	-4.0
CC1CN(Cc2ccccc2Cl)CC(C)O1 (configuration not stated)	-11.3	0.9	0.0	-0.9	0.0	8.7	8.3	-1.4	1.7
COc1ccc(N2C(=O)c3ccccc3C2O)cc1 (configuration not stated)	12.8	3.1	0.3	3.4	-3.0	2.4	4.0	5.6	-6.3
O=C(NCCc1ccccc1)C(=O)NCCC1CCCCN1S(=O)(=O)c1ccccc1 (configuration not stated)	15.2	-1.0	6.0	-9.2	-0.6	3.3	-2.4	-3.6	-1.9
O=C1OC(/C=C/c2ccccc2)=NC/1=C\c1cccnc1	-0.8	0.2	0.6	-1.5	-1.2	-2.4	1.6	-0.3	9.8
NCCCS(=O)(=O)O	-0.1&20.3	0.7&-2.6	1.2&0.4	-0.7&3.5	-0.4&0.8	-2.6&-4.9	-5.8&-10.1	4.8&1.4	5.6&1.9
O=C1NC(c2ccc3c(c2)OCO3)Nc2ccccc21 (configuration not stated)	1.3	-1.8	1.2	-0.1	-1.6	-8.3	-3.5	0.7	4.0
CC(C)N(Cc1cnn(C)c1)C(=O)c1ccc(OC2CCN(Cc3ccccn3)CC2)cc1	1.8	0.6	2.0	1.3	-6.3	0.9	9.3	1.3	-5.2
O=C(Nc1ccc(NC(=O)c2cc3ccccc3o2)cc1)c1ccco1	11.5	-4.2	14.6	-5.0	-0.4	13.0	-5.7	1.5	-3.2
COc1ccccc1NC(=O)Nc1ccccc1Br	14.0	0.1	-0.9	-3.5	-6.1	-2.3	-4.0	-2.0	0.9
Cn1cnnc1SCc1ccc(C(=O)O)cc1	13.6	-1.6	1.1	-1.3	1.0	0.6	2.1	0.7	0.4
O=C(Nc1nnc(-c2cc(Cl)ccc2Cl)o1)c1ccco1	1.2	0.4	-0.2	-0.5	0.6	5.3	-9.5	-3.2	-3.3
O=C(Nc1ccccc1C(=O)N1CCCC1)c1cccc(S(=O)(=O)N2CCCCCC2)c1	20.8	-0.3	3.9	-6.1	-1.4	3.8	-1.6	6.1	-6.5
CCOC(=O)c1oc2c(CN3CCN(C)CC3)c(O)c(CC)cc2c(=O)c1-c1nc2ccccc2s1	-3.5	1.2	0.6	-2.4	-1.4	4.1	0.3	x	-2.0
O=C(NCc1ccccc1)NCC12CC3CC(CC(C3)C1)C2	-20.8	-0.5	16.8	-15.1	8.7	14.8	-4.1	5.8	-10.4
CCOc1cccc(C(=O)N(Cc2ccc(F)cc2)C2CCS(=O)(=O)C2)c1 (configuration not stated)	-1.9	3.3	-0.7	3.1	1.2	-3.2	-5.4	5.2	-0.7
COc1cccc(CC(=O)OCC(=O)Nc2nnc(-c3ccccc3)o2)c1	16.4	-1.5	0.6	5.4	4.0	-1.7	2.5	-4.1	1.6
CCc1nnc(NC(=O)CSc2nnc(-c3ccc(O)cc3)n2C)s1	3.9	-2.9	1.0	9.3	2.3	2.9	-13.6	-0.7	8.3
N#Cc1c(NC(=O)CN2CCCCC2)sc2c1CCC2	-39.9	1.0	1.2	2.7	-3.6	-6.7	-15.2	3.4	10.6
O=C1CCC(C(=O)OCC(=O)c2ccccc2)N1 (configuration not stated)	24.1	-0.4	0.8	13.3	-0.1	0.7	9.3	0.7	-7.6
Clc1ccc2c(N/N=C/c3ccccc3Br)ccnc2c1	-9.6	-1.6	-0.5	-3.0	-3.1	-2.2	-6.0	7.7	-2.1
CCc1ccc(C2=NN(CCC(=O)NC3CCCCCC3)C(=O)CC2)cc1	-1.3	-1.4	5.9	-0.3	-4.9	2.0	-12.0	2.0	7.7
Cc1cc(C)cc(NC(=O)N(C)Cc2ccccc2)c1	-1.5	0.7	x	10.3	-2.6	-15.8	8.6	2.4	-3.3

Whole records, looked up by structure.
O=C(NCCc1ccccc1)c1nc(-c2cccs2)no1 as listed: CRFR2-BP antag: -3.0; CRFBP-R2 agonist: -0.8; M4 ag: 1.1; CHRM5 PAM: -1.3; M5 ag: -4.2; CHRM5 antagonist: 10.4; CHRM4 antagonist: 4.2; IDE cell inh: 1.1; CHRM4 PAM: 3.0
COc1cccc(CC(=O)OCC(=O)Nc2nnc(-c3ccccc3)o2)c1 as listed: CRFR2-BP antag: 16.4; CRFBP-R2 agonist: -1.5; M4 ag: 0.6; CHRM5 PAM: 5.4; M5 ag: 4.0; CHRM5 antagonist: -1.7; CHRM4 antagonist: 2.5; IDE cell inh: -4.1; CHRM4 PAM: 1.6
